NPR1 activator = GC-A (human) enzyme activation; P16066; HEK293 GC-A cells, cGMP TR-FRET, EC30 ANP; 0% at EC30 ANP, 100% saturating ANP; activation, % at 10 µM; 370,000 compounds, 0.14% hits; in the data active = activation above about 40%
hcDAF12 agonist = activates DAF-12 receptor from parasite H. contortus | HEK293 hcDAF-12 lit1-tk-luc reporter, luminescence; 0% DMSO, 100% Δ7-dafachronic acid | activation, % at 6.8 µM | 370,000 compounds, 1.4% hits;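 active = activation above the mean of all tested compounds plus 3 SD, cut at about 5.5% in these data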;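 also: 100% = response to 3 µM Δ7-dafachronic acid high control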
GAA850 FXN act = activators of GAA850 frataxin (FXN) promoter. HEK293 lucGAA850 FXN promoter luciferase reporter, 24 h; percent of 10 µM SAHA response. AID 540364. 360,000 compounds, 0.56% hits. activation, % at 6 µM;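 active = activation above the average of all compounds screened plus 3 SD, cutoff fixed separately per campaign, cut at about 7.5% in these data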;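 also: 0% = DMSO wells and 100% = 10 µM SAHA wells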
proKLK7 act = activators of human kallikrein-7 zymogen | P49862 | purified proKLK7, EDANS-DABCYL substrate fluorescence; 100% is mature enzyme control, 0% vehicle | activation, % at 7 µM | 370,000 compounds, 0.9% hits;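 active = activation above the mean of all tested compounds plus 3 SD, computed per campaign excluding outliers beyond control limits, cut at about 13% in these data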
Target sequence (P49862 whole entry, looked up): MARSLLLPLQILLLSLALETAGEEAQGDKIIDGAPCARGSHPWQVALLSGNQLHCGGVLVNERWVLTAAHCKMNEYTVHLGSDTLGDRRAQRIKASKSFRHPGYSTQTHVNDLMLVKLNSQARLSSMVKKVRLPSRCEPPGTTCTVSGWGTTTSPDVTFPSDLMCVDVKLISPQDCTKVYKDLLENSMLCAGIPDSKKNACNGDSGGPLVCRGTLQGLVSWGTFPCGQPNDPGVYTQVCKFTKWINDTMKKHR
DAX1 inh-1 = inhibitors of DAX1 repression of SF-1 activated StAR promoter; HEK293T StAR-luciferase reporter, SF-1/DAX-1 repression relief; inhibition, % at 6.8 µM; 370,000 compounds, 1.1% hits; AID 652010;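 active = inhibition above the mean over all tested compounds plus 3 SD, cut at about 3.6% in these data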;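 also: 0% = DAX-1 cells with DMSO and 100% = cells lacking DAX-1 with DMSO; higher inhibition means more luminescence from relief of DAX-1 repression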
ssDAF-12 act = activates DAF-12 receptor from parasite S. stercoralis; HEK293 ssDAF-12/GRIP1 lit1-tk-luc reporter, luminescence; % of 3 µM dafachronic acid response; activation, % at 6.8 µM; 370,000 compounds, 1% hits;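 active = activation above the mean over all tested compounds plus 3 SD, cut at about 0.9% in these data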;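 also: 0% = DMSO-only wells and 100% = 3 µM delta7-dafachronic acid wells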
HGIII-sPLA2 inh = Blocks human group III sPLA2 activity; Q9NZ20; 370,000 compounds, 0.56% hits; AID 743126; inhibition, % at 12.2 µM; QFRET BODIPY PC-A2 liposome hydrolysis, fluorescence;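 active = inhibition above mean plus 3 SD of compounds lying within the high and low control bounds, cut at about 19% in these data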;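 also: 0% = median of test compound wells and 100% = no enzyme DMSO wells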
Target sequence (Q9NZ20 whole entry, looked up): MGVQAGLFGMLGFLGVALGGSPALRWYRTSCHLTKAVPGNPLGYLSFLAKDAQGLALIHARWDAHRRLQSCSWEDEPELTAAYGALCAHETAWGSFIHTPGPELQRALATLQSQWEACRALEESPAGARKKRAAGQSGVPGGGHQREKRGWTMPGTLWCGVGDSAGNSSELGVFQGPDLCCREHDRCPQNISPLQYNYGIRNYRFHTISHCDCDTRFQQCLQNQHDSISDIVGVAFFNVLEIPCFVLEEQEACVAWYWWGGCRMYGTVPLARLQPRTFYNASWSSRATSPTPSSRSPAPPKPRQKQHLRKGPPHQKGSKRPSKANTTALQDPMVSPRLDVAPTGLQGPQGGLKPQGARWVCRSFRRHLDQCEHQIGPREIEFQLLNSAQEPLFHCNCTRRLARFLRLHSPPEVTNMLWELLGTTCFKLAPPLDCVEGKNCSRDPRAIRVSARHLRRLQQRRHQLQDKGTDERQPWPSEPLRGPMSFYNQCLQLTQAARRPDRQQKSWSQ
DAX1 inh-2 = inhibitors of human orphan nuclear receptor DAX1 (NR0B1). P51843. HEK293 Gal4-DAX1 luciferase reporter, luminescence. inhibition, % at 6.75 µM. 340,000 compounds, 0.99% hits. AID 504766;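 active = inhibition above the mean over all tested compounds plus 3 SD, cut at about 4.2% in these data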;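 also: 0% = DAX1-transfected cells with DMSO and 100% = empty-vector control cells with DMSO; inhibition shows as a rise in luminescence from relieved DAX1 repression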
Target sequence (P51843 207-470 limits assumed): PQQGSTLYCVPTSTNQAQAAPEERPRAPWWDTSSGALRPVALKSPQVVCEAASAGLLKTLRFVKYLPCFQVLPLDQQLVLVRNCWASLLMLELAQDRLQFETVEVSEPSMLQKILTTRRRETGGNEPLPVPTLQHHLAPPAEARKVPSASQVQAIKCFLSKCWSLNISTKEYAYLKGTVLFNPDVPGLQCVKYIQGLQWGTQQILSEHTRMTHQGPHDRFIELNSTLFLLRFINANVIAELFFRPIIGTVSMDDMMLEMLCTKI
hgDAF12 agonist = hgDAF-12 agonism, primary luciferase screen | HEK293 GAL4-hgDAF12 UAS-luciferase reporter, agonist luminescence; normalized to butyrate control | activation, % at 6.8 µM | 370,000 compounds, 1.8% hits | AID 687014;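 active = activation above a cutoff set at the mean of all screened compounds plus 3 SD, cut at about 10% in these data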;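 also: 0% = DMSO wells and 100% = sodium butyrate wells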
NPR2 activator = GC-B (human) receptor activation; P20594; HEK293-GC-B cells, CNP EC30, cGMP TR-FRET; 0% at EC30 CNP, 100% saturating CNP; activation, % at 10 µM; 370,000 compounds, 0.11% hits;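 active = activation at 10 µM reaching about 35% in either raw or pattern-adjusted values, limit read from the data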
SMARCA2 activ = activators of SMARCA2 function; MG213 cells, MMTV-luciferase reporter, dexamethasone, overnight; activation, % at 9.1 µM; 370,000 compounds, 1% hits; AID 652017; in the data active = activation above about 7.8%;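 also: 0% = vehicle wells and 100% = reference activator wells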
* = called active by the depositor; x = not tested or not shown; & = joins results of further samples.

SMILES	NPR1 activator	hcDAF12 agonist	GAA850 FXN act	proKLK7 act	DAX1 inh-1	ssDAF-12 act	HGIII-sPLA2 inh	DAX1 inh-2	hgDAF12 agonist	NPR2 activator	SMARCA2 activ
COC(=O)C=C1CCC2C3CCC4=CC(=O)C(Br)CC4(C)C3C(=O)CC12C (stereo not given)	-2	1.1	-4.8	0.5	-2.9	-1.7	2	-1.5	1.3	1	-4
Cc1ccc(S(=O)(=O)CC(=O)Nc2nc3ccccc3s2)cc1	5	3.3	-0.3	-0.3	-0.2	0.0	-17	-1.7	-0.4	0	-1
Cc1ccc(Nc2nc(N)c([N+](=O)[O-])c(NCCO)n2)cc1	3	0.1	0.1	0.1	0.7	-1.6	-2	x	-0.8	-4	0
Cc1ccccc1NC(=O)NC1CCCCC1C (stereo not given)	4	-2.4	1.0	-0.7	0.5	-1.2	-1	2.8	0.2	1	-1
Cc1cc(C)nc(NS(=O)(=O)c2ccc(NC(=S)NC(=O)C3CCCC3)cc2)n1	-1	0.2	-2.6	0.2	-0.3	-1.5	-9	0.8	-2.4	-2	-1
Cc1c(Cl)cccc1Nc1ncccc1C(=O)O	9&8	-0.7&0.0	1.9&-2.7	0.0&-0.5	1.9&0.6	-1.2&-0.4	-3&-8	-0.8&0.3	0.2&-0.5	1&5	-1&-7
Cc1nc(C(F)(F)F)ccc1C(=O)N1CCC1(C)C(=O)NS(=O)(=O)c1ccc(C#N)cc1 (stereo not given)	-1	1.5	-0.4	0.7	-0.2	-1.5	-1	x	-0.5	-2	2
COC(=O)C1=C(N)Oc2cc(C)n(CC3CCCO3)c(=O)c2C1c1ccc(Cl)cc1 (stereo not given)	-11	-1.6	-3.7	0.5	-0.7	-1.6	-14	-1.4	0.4	-28	2
COc1cccc(NC(=O)Cn2cnc3sc(C)c(S(=O)(=O)N4CCCCC4)c3c2=O)c1	0	0.0	2.4	0.2	-0.2	-1.4	-20	-1.5	-1.6	3	1
CCOC(=O)c1c(C)[nH]c(C(=O)COC(=O)COc2ccccc2C=O)c1C	0	-0.6	1.9	1.5	0.1	-1.7	20*	-0.5	-1.7	-8	-4
COc1ccc(-c2cc(C(F)F)n3ncc(C(=O)Nc4c(C)n(C)n(-c5ccccc5)c4=O)c3n2)cc1	0	-0.4	0.9	0.0	-0.1	-0.9	1	2.9	-2.0	0	-1
COc1ccccc1/C=C/C(=O)OCC(=O)NCc1ccc2c(c1)OCO2	-1	0.8	0.1	-11	1.3	-1.6	-2	0.4	3.4	-2	-2
CS(=O)(=O)c1ccc2nc(NC(=O)Nc3ccc(Cl)cc3)sc2c1	-13	-1.4	-1.6	-0.4	-0.6	-1.2	-3	0.8	-0.3	-4	-2
Cc1cc(C(=O)OCC(=O)NC(C)c2ccc(F)cc2)c(C)o1 (stereo not given)	0	-1.8	-1.6	0.0	-1.0	-0.7	-3	-0.2	-1.0	-1	4
C=CCN(CC=C)c1nc2ccccc2nc1C(C#N)C(=O)OCCOC (stereo not given)	13	-1.7	1.1	43*	-1.8	-1.5	-13	-0.4	-2.9	18	-1
Cn1ccc2c([N+](=O)[O-])cccc2c1=O	2	-1.3	0.6	0.1	0.3	-0.1	10	-0.8	0.2	2	1
CCCn1c(SCc2nc3ccccc3s2)n[nH]c1=O	0	12*	2.6	-0.4	4.8*	1.5*	0	2.0	11*	-1	1
COC(C[C@H]1O[C@@H]1[C@@H](O)COCc1ccccc1)OC	2	-2.0	0.9	-0.4	-0.1	-1.4	2	0.7	-0.2	4	1
Clc1ccc(CSc2nnc([C@@H]3CCCN3)o2)cc1Cl	2	-1.7	-3.3	-0.1	-0.4	-1.4	5	0.0	0.1	5	0
S=c1[nH]c(-c2ccccc2)cn1/N=C/c1cccs1	-2	5.6*	-0.3	-0.4	0.1	0.8	24*	1.5	14*	-1	0

Compounds from the list above that have an aryl methoxy group:
SMILES	NPR1 activator	hcDAF12 agonist	GAA850 FXN act	proKLK7 act	DAX1 inh-1	ssDAF-12 act	HGIII-sPLA2 inh	DAX1 inh-2	hgDAF12 agonist	NPR2 activator	SMARCA2 activ
COc1cccc(NC(=O)Cn2cnc3sc(C)c(S(=O)(=O)N4CCCCC4)c3c2=O)c1	0	0.0	2.4	0.2	-0.2	-1.4	-20	-1.5	-1.6	3	1
COc1ccc(-c2cc(C(F)F)n3ncc(C(=O)Nc4c(C)n(C)n(-c5ccccc5)c4=O)c3n2)cc1	0	-0.4	0.9	0.0	-0.1	-0.9	1	2.9	-2.0	0	-1
COc1ccccc1/C=C/C(=O)OCC(=O)NCc1ccc2c(c1)OCO2	-1	0.8	0.1	-11	1.3	-1.6	-2	0.4	3.4	-2	-2

The list continues.
SMILES	NPR1 activator	hcDAF12 agonist	GAA850 FXN act	proKLK7 act	DAX1 inh-1	ssDAF-12 act	HGIII-sPLA2 inh	DAX1 inh-2	hgDAF12 agonist	NPR2 activator	SMARCA2 activ
CCn1c(CNc2ccc(Cl)cc2)nnc1SCc1ccc(Cl)cc1	-12	-0.2	-2.4	0.9	-0.6	-1.5	-15	0.7	-2.5	-7	-5
N#C/C(=C\c1cccnc1)C(=O)Nc1cccc(Cl)c1	-26	-1.5	-1.7	0.3	-0.5	-1.2	-30	0.2	2.0	-8	-5
COc1ccc(S(=O)(=O)N2CCOCC2)cc1NC(=O)c1ccc(S(=O)(=O)N(C)c2ccccc2OC)cc1	-2	-2.5	-0.8	-3.7	-1.8	-1.8	-6	-0.9	0.4	-5	-4
O=[N+]([O-])c1ccc(C=NNc2ccccc2)cc1	-1	-0.1	2.5	0.0	-0.4	-1.4	8	0.0	-1.0	-2	-3
CC1CC(C)CN(CCCNS(=O)(=O)c2ccc3c(c2)CCN3C(=O)C2CC2)C1 (stereo not given)	-2	-0.5	-0.3	0.3	1.3	-0.8	-9	0.8	1.3	-5	2
COC(=O)c1ccc(CNC(=O)c2ccc(S(=O)(=O)N(C)c3ccccc3OC)cc2)cc1	0	-2.8	0.3	0.6	-1.5	-0.9	-1	-0.6	-3.5	0	-4
COc1ccccc1CNc1nc2cc(-c3ccccc3C)sc2c(=O)n1C	-12	-2.3	0.8	-0.5	-0.8	-1.6	-18	x	-1.3	-3	-3
c1ccc2cc(CNCc3cccc4ccccc34)ccc2c1	2	-1.2	-0.1	-0.3	-0.3	-1.4	-1	-0.7	-1.5	0	6
C/C(=N\NC(=O)c1ccco1)c1cc2ccccc2o1	2	3.3	7.6	-0.2	0.8	-0.2	6	1.9	8.2	-1	3
CC1CCN(C(=S)NC2CCCCC2)CC1	7	-0.3	0.2	0.0	0.8	-0.5	11	-0.8	-1.0	2	-1

Ordered by value in proKLK7 act (lowest first): 3 of the compounds above
structure	proKLK7 act
COc1ccc(S(=O)(=O)N2CCOCC2)cc1NC(=O)c1ccc(S(=O)(=O)N(C)c2ccccc2OC)cc1	-3.7
Cc1cc(C)nc(NS(=O)(=O)c2ccc(NC(=S)NC(=O)C3CCCC3)cc2)n1	0.2
COC(=O)c1ccc(CNC(=O)c2ccc(S(=O)(=O)N(C)c3ccccc3OC)cc2)cc1	0.6

The listing continues:
SMILES	NPR1 activator	hcDAF12 agonist	GAA850 FXN act	proKLK7 act	DAX1 inh-1	ssDAF-12 act	HGIII-sPLA2 inh	DAX1 inh-2	hgDAF12 agonist	NPR2 activator	SMARCA2 activ
O=[N+]([O-])c1ccc2c([N+](=O)[O-])ccc3c2c1CC3	-10	-0.4	-2.3	-0.6	0.0	-0.2	-3	0.7	-3.8	-3	-1
Cc1ccc2c(c1)c1c3n2CCN(CC(O)CNC(C)C)C3CCC1 (stereo not given)	1	1.3	1.0	7.2	0.1	-1.5	-5	0.3	0.9	0	0
COc1ccc(CC(=O)OCC(=O)NCc2ccc(C)cc2)cc1OC	0	-0.9	-0.1	0.8	-0.5	-0.5	-3	-1.6	1.6	3	-1
COC(=O)c1ccsc1NC(=O)CN1CCN(c2ccc(F)cc2)CC1	-9	-0.3	2.7	0.4	-0.9	-0.8	-3	-0.7	-2.7	-6	2
COc1ccc(Br)cc1C(=O)N/N=C/c1cccnc1	4	1.4	1.7	-0.1	0.2	-1.0	1	-0.2	1.5	4	-1
CC1(c2ccc(Cl)cc2)NC(=O)N(CC(=O)Nc2ccc(F)cc2)C1=O (stereo not given)	2	0.1	1.3	-0.6	-0.2	-1.1	-9	0.3	-0.4	2	-1
CCCc1cc(=O)oc2cc(OCC(=O)NCc3cccs3)ccc12	-32	-1.7	-1.9	-2.4	-0.5	-1.1	-4	-0.2	-1.9	-17	-6
O=C(Nc1c(C(=O)N2CCOCC2)cnn1-c1ccccc1Cl)c1ccco1	2	-0.7	-0.3	0.0	-1.3	-0.8	3	-0.2	2.8	0	-4
CCN1CCN(CC(=O)c2ccc(C)cc2)CC1	0	-0.9	1.0	0.8	0.0	-0.4	1	1.4	0.0	8	1
O=c1[nH]c2cc(Cl)cc([N+](=O)[O-])c2c2ccc(Cl)cc12	-4	3.3	-0.8	0.0	-0.2	0.6	-2	2.2	2.0	0	-1
COc1cccc2cc(C(=O)N3CCC(C)CC3)c(=O)oc12	-1	1.6	-1.1	0.4	0.7	-0.6	10	-0.5	-0.5	3	-2
Nn1c(SCC(=O)Nc2ccc(Br)cn2)nnc1-c1n[nH]c2c1CCC2	3	-0.9	x	-0.1	-2.3	-0.8	5	x	1.6	-10	1
COC(=O)c1ccccc1N(C)C(=O)C12CCC(C)(C(=O)O1)C2(C)C (stereo not given)	-2	0.2	-0.9	0.0	-0.2	-1.0	-1	0.8	4.2	3	2
O=C(c1ccc(S(=O)(=O)N2CCCC2)cc1)N1CCN(Cc2ccc3c(c2)OCO3)CC1	-4	-1.1	-2.5	-0.2	-0.5	-1.6	-5	0.1	-2.3	5	-2
CN(C(=O)COC(=O)Cc1c[nH]c2ccccc12)c1c(N)n(Cc2ccccc2)c(=O)[nH]c1=O	2	2.4	-0.9	-0.4	0.2	0.1	-14	1.4	-1.0	-3	-4
O=C(O)c1cc([N+](=O)[O-])cc2ccccc12	2	-1.1	-0.8	0.0	-0.8	-1.3	-1	-0.1	6.2	7	1
CN(C)S(=O)(=O)c1ccc(Cl)c(NC(=O)CNC2(C)CCS(=O)(=O)C2)c1 (stereo not given)	4	0.7	0.8	0.1	0.6	-1.2	5	-0.6	-0.1	-1	-2
CCCC(C)CO (stereo not given)	1	-1.0	-1.9	0.1	0.1	-1.4	6	1.1	-3.0	-3	-3
O=C(C[C@@H]1C/C=C\C[C@H](Cc2ccc(F)cc2)C(=O)OC[C@H]2CCCN2C1=O)NCCO	3	-1.2	-1.2	0.8	0.0	-0.5	1	-0.2	0.0	-2	-3
COCCNC(=O)C1CC(c2cccc([N+](=O)[O-])c2)=NO1 (stereo not given)	3	-0.2	0.4	0.1	0.0	-1.5	5	-0.2	-3.9	4	1
CC1(C(=O)Nc2ccc3nc[nH]c3c2)CCN1C(=O)Cc1ccc(-c2ccccc2)cc1 (stereo not given)	7	-4.3	-1.0	0.2	-3.4	-2.1	-26	x	-2.5	6	-8
O=Cc1ccccc1OCCCOc1cccc2cccnc12	-11	0.1	-2.7	0.4	-0.4	-1.7	6	1.1	0.9	-2	7
COCCNC(=O)CSCc1cc(C)cc(C)c1	2	-0.2	1.1	-1.1	-0.6	-0.3	2	0.8	1.9	3	2

Screens (PubChem)
